H69AR growth 86K = proliferation blockers of H69AR lung cancer cells, primary screen, cell-based, human, 86K library; H69AR lung tumor viability, ATP luminescence, 72 h; stronger effect = lower value; viability, % at 10 µM; actives 6% (n = 85,000);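 active = viability at or below 40%; inactive = viability above 40%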;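 also: multidrug resistant small cell line overexpressing MRP-1 efflux transporter; 100% = mean luminescence of untreated control wells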
ERa SRC1 inh = ERα–SRC-1 coactivator interaction inhibitors, primary screen, biochemical, TR-FRET, ERα LBD, estradiol-bound | Estrogen receptor (Homo sapiens), P03372 | TR-FRET ER-alpha LBD / SRC-1 peptide | inhibition, % at 25.6 µM | actives 1.7% (n = 86,000) | AID 629, 2007; in the data active = inhibition above about 50%;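 also: 0% = receptor plus peptide control and 100% = peptide only without receptor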
Target sequence (P03372 whole entry, looked up, the tested form may be a part): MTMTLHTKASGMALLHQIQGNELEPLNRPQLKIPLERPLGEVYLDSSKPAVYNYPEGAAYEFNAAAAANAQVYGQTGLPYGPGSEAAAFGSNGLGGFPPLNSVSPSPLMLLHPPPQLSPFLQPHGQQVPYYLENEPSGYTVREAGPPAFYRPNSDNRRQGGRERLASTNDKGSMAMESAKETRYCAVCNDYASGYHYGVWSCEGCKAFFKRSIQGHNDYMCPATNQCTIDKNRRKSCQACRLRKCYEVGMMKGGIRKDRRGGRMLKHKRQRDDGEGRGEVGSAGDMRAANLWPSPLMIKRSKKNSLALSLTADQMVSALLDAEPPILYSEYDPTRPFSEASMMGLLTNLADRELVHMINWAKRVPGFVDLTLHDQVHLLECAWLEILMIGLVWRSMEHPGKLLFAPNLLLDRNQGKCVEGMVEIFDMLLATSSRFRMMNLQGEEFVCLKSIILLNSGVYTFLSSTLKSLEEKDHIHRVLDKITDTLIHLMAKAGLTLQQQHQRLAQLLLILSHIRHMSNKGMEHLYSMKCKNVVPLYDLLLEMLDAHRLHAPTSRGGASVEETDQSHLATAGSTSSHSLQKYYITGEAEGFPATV
Fibroblast inh = antiproliferative effect on LL 47 fibroblasts – human, LL 47 cells, CellTiter-Glo luminescence, primary screen; viability, % at 10 µM; LL 47 human lung fibroblast viability, ATP luminescence; stronger effect = lower value; AID 719, 2007; actives 1.1% (n = 85,000);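 active = viability at or below 50% in the single dose screen; inactive = viability above 50%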;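 also: compound exposure lasted 72 h before the ATP readout; 100% = median luminescence of untreated cell-only wells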
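Material: Human LL 47 lung fibroblast cells | Input: 1,150 cells/well | Buffer or medium: IMEM plus 15% FBS | Compound dosing: 0.1% DMSO in all compound wells | Times: Overnight cell rest, 72 h compound treatment at 37 °C | Signal: CellTiter-Glo luminescence measuring cellular ATP | Measure: % viability versus median cells-only luminescence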
Calb biofilm kill = clotrimazole potentiators killing Candida biofilms, primary screen, with clotrimazole, Alamar Blue. C. albicans biofilm + clotrimazole. inhibition, % at 6 µM. actives 0.14% (n = 85,000). AID 834, 2007;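 active = inhibition above 20%; inactive = inhibition below 20%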;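 also: preformed 24 hr biofilms exposed to compound for 48 hr; 0% = biofilm without compound and 100% = blank killed by clotrimazole plus chlorhexidine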
sEH activator = soluble epoxide hydrolase activators, primary screen, biochemical, human sEH; Bifunctional epoxide hydrolase 2 (Homo sapiens), P34913; purified human sEH enzymatic activity, activator screen; AID 717, 2007; activation, % at 2 µM; actives 0.04% (n = 91,000); in the data active = activation above about 37%; also: values of inactives mirror those of a sister screen read the other way
ERb SRC1 inh = inhibitors of ERβ-SRC1 coactivator interaction, primary screen, biochemical, TR-FRET, ERβ LBD, SRC-1 peptide; TR-FRET ER-beta LBD / SRC1-Cy5 peptide binding; receptor agonist-loaded with 1 µM estradiol; inhibition, % at 25.6 µM; actives 1.3% (n = 86,000);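 active = compounds whose percent inhibition of the receptor-coactivator binding signal exceeds about 50% in the single-dose screen, limit read from the data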;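 also: 0% = receptor plus peptide wells without compound and 100% = peptide-only wells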
ERa SRC1 pot = enhancers of ERα–SRC-1 coactivator binding, primary screen, biochemical, TR-FRET, ERα LBD, low estradiol; actives 1.3% (n = 86,000); coactivator binding (% of control), % at 25.6 µM; Estrogen receptor (Homo sapiens), P03372; TR-FRET ERalpha-LBD/SRC-Cy5 coactivator binding, 2 h; 100 = basal binding, no effect; in the data active = activity above about 200%;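 also: binding measured in presence of low estradiol as agonist stimulus; 0% = peptide alone without receptor and 100% = receptor with peptide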
Smad3 FoxH1 inh = Smad3/FoxH1 peptide binding inhibitors, primary screen, biochemical, TR-FRET; Mothers against decapentaplegic homolog 3 (Homo sapiens), P84022; TR-FRET Smad3/Dy647-FoxH1 peptide binding, europium anti-His; inhibition, % at 25 µM; actives 0.29% (n = 88,000); AID 630, 2007;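 active = compounds that reduce the energy-transfer binding signal between the protein and its labelled peptide by more than half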;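 also: 0% = Smad3 plus labelled peptide maximal FRET and 100% = peptide-only background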
Target sequence (P84022 whole entry, looked up): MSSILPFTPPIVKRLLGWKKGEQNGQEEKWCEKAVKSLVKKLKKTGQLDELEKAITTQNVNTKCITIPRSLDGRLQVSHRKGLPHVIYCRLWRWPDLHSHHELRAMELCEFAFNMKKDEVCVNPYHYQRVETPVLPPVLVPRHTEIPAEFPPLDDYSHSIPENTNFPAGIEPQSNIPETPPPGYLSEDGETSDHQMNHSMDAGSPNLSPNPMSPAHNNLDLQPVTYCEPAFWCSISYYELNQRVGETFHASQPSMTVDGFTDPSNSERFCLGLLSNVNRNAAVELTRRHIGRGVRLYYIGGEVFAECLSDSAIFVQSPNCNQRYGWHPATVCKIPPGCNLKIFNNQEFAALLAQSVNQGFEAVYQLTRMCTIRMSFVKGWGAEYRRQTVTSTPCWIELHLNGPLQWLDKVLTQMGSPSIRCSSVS
HUVEC inhibit = inhibitors of HUVEC proliferation, primary screen, cell-based, 384-well. actives 1.1% (n = 86,000). CellTiter-Glo luminescence, 72 h; stronger effect = lower value. viability, % at 10 µM (by protocol). AID 648, 2007;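 active = viability at or below 30%; inactive = viability above 30%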;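 also: 100% = median luminescence of DMSO-only cell control wells on each plate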
The depositor's hits bear a star; . = not tested or not shown; [ ] = dose if it differs, or a comment.

SMILES	H69AR growth 86K	ERa SRC1 inh	Fibroblast inh	Calb biofilm kill	sEH activator	ERb SRC1 inh	ERa SRC1 pot	Smad3 FoxH1 inh	HUVEC inhibit
Cc1sc(NC(=O)CSc2nnc(COc3ccc(Cl)cc3)n2C)c(C#N)c1C	31*	41	87	5	-2	42[fluorescence artefact?]	317*[fluorescence artefact?]	6	60
CCOC(=O)c1nnn(-c2nonc2N)c1CN1CCCCCC1	94	-12	107	10	13	-4	116	12	89
Cc1cc(C)c(C#N)c(SCc2[nH]nc3c2C(c2ccc(F)cc2)C(C#N)=C(N)O3)n1 (stereo not drawn)	92	-10	97	2	-8	-1	88	-3	91
COC(=O)c1ccccc1NC(=O)Cn1c(=O)oc2ccc(Cl)cc21	87	0	105	1	13	18[fluorescence artefact?]	99	-15	99
Cc1ccc(-n2ncc3c(=O)n(CC#N)cnc32)cc1C	86	-7	99	6	-4	5	104	-3	96
COC(=O)COc1ccc(S(=O)(=O)N2CCc3ccccc3C2)cc1C	100	5[fluorescence artefact?]	93	-1	4	0[fluorescence artefact?]	109	-2	68
CCOc1ccc(C(=O)Nc2cc(OC)ccc2OC)cc1	75	-12	89	10	3	10	128	0	82
COc1ccc(N2CC(C(=O)NC3CC(C)(C)NC(C)(C)C3)CC2=O)cc1 (stereo not drawn)	80	-1	90	13	.	-1	114	0	98
CC(C(=O)N1c2ccccc2Sc2ccccc21)n1nnc(-c2cccs2)n1 (stereo not drawn)	98	-10	92	6	-2	-10	124[fluorescence artefact?]	9[fluorescence artefact?]	95
COc1ccc(NC(=O)C2=C(C)C(=O)OC23CCC(C)CC3)cc1Cl (stereo not drawn)	84	10[fluorescence artefact?]	90	5	5	4[fluorescence artefact?]	110	-9	85
CCOc1cc(-c2cc(-c3ccc(C)o3)nc(N)c2C#N)ccc1O	12*	10	83	4	17	8	57	1	52
Cc1sc2nc(SCC(=O)N3CCN(CCO)CC3)n(-c3ccccc3)c(=O)c2c1C	77	-8	99	4	.	-9[fluorescence artefact?]	118	-12	96
COc1cc(C(=O)N(CCc2ccccc2)C2=CC3CCC(C2)N3C)cc(OC)c1OC (stereo not drawn)	79	-6	97	0	11	-5	99	-4	95
COC(=O)c1sc(Nc2ccccc2)nc1C	90	4	.	6	-8	6	96	-8	85
CC(=O)c1ccc(NC2CC(O)C(O)CO2)cc1 (stereo not drawn)	94	-2	98	5	-27	-4	112	-4	102

Gathered by group: those above with four or more nitrogen atoms
SMILES	H69AR growth 86K	ERa SRC1 inh	Fibroblast inh	Calb biofilm kill	sEH activator	ERb SRC1 inh	ERa SRC1 pot	Smad3 FoxH1 inh	HUVEC inhibit
Cc1sc(NC(=O)CSc2nnc(COc3ccc(Cl)cc3)n2C)c(C#N)c1C	31*	41	87	5	-2	42[fluorescence artefact?]	317*[fluorescence artefact?]	6	60
CCOC(=O)c1nnn(-c2nonc2N)c1CN1CCCCCC1	94	-12	107	10	13	-4	116	12	89
Cc1cc(C)c(C#N)c(SCc2[nH]nc3c2C(c2ccc(F)cc2)C(C#N)=C(N)O3)n1 (stereo not drawn)	92	-10	97	2	-8	-1	88	-3	91
Cc1ccc(-n2ncc3c(=O)n(CC#N)cnc32)cc1C	86	-7	99	6	-4	5	104	-3	96
CC(C(=O)N1c2ccccc2Sc2ccccc21)n1nnc(-c2cccs2)n1 (stereo not drawn)	98	-10	92	6	-2	-10	124[fluorescence artefact?]	9[fluorescence artefact?]	95
Cc1sc2nc(SCC(=O)N3CCN(CCO)CC3)n(-c3ccccc3)c(=O)c2c1C	77	-8	99	4	.	-9[fluorescence artefact?]	118	-12	96

Next section:
SMILES	H69AR growth 86K	ERa SRC1 inh	Fibroblast inh	Calb biofilm kill	sEH activator	ERb SRC1 inh	ERa SRC1 pot	Smad3 FoxH1 inh	HUVEC inhibit
CC(=O)Nc1ccc(S(=O)(=O)N2CCN(c3ccc(C)c(Cl)c3)CC2)cc1	100	-13	94	12	-11	-16	131	-5	99
Cc1ccc2[nH]c(=O)c(CN(CCO)Cc3nnnn3CCc3ccccc3)cc2c1	88	-6	103	1	-2	-9	122	5	107
CN1CCCC(C(=O)C(C#N)c2ccccc2)C1 (stereo not drawn)	101	4[fluorescence artefact?]	98	-2	-2	-4[fluorescence artefact?]	108	4	93
CNS(=O)(=O)c1cccc(C(=O)OCC(=O)c2cc(C)n(-c3ccc4c(c3)OCO4)c2C)c1	92	-6[fluorescence artefact?]	97	-2	-5	5[fluorescence artefact?]	116[fluorescence artefact?]	-7	91
Cc1ccc2cc(CNC(C)C)c(=O)[nH]c2c1	101	-8	90	5	0	-3	116	0	93
O=C(NCc1cccnc1)C(C(=O)c1ccc(F)cc1)n1ccccc1=O (stereo not drawn)	76	7[fluorescence artefact?]	104	2	1	8[fluorescence artefact?]	113	7	92
Cc1ccc2oc(-c3ccccc3)c(C(=O)O)c(=O)c2c1	108	-9	99	1	1	13	96	-3	102
CC(Oc1ccc(Cl)cc1Cl)c1nc(-c2ccc(NC(=O)c3cccnc3)cc2)no1 (stereo not drawn)	6.3*	-7	87	10	-16	-9	122	-2	72
Cn1c(Cn2c(=O)sc3ccccc32)nnc1SCC(=O)NC1CCCCC1	94	-3	100	21*	.	-18	134[fluorescence artefact?]	8	105
Cn1nnc2cc(C(=O)N3CCN(c4ccccc4)CC3)ccc21	91	-50	92	5	22	-5	121	10	95
CCOc1cc2[nH]c(=S)n(CC3CCCO3)c(=O)c2cc1OCC (stereo not drawn)	49	-10	90	1	0	-6	100	8	81
CN(c1ccccc1)c1nc(N2CCCC2)nc(-n2ccnc2)n1	40*	1[fluorescence artefact?]	73	5	-4	1[fluorescence artefact?]	89	-2	90
c1ccc(CNC2=NCCC2)nc1	94	13	99	9	4	9	100	3	88
COC(=O)C1(CO)NC(c2cccs2)C2C(=O)N(c3ccccc3)C(=O)C21 (stereo not drawn)	94	-3	104	6	-5	-9	122	8	102
O=C(O)C[CH2][Ge](=[O])[O][Ge](=[O])[CH2]CC(=O)O	86	-5	100	5	.	-6	112	1	107
COc1ccc(NC(=O)c2cccs2)cc1OC	107	2	106	1	18	12	103	-11	97
CC(C)C(=O)Nc1ccccc1N1CCN(C(=O)c2ccccc2)CC1	97	-2	98	7	7	-3	116	9	98
CC1(CCc2ccc(O)cc2)NC(=O)NC1=O (stereo not drawn)	101	13	103	6	19	0	90	3	99
CCCN1CCC(N2CCN(c3ccccc3OC)CC2)CC1	85	-3	91	.	.	16	99[fluorescence artefact?]	6	98
COC(=O)c1ccc2c(c1)S(=O)(=O)NC(=NCCCN1CCOCC1)S2	86	-1	98	-2	.	-10	90	-6	96
N#CC1=C(N)N(c2ccccc2)C2=C(C(=O)CCC2)C1c1cccs1 (stereo not drawn)	42	25	99	5	-11	27	75[fluorescence artefact?]	9[fluorescence artefact?]	91
Cc1ncc(CO)c2cc(S(=O)(=O)c3ccc(F)cc3)c(=O)oc12	60	-3[fluorescence artefact?]	98	-2	.	7[fluorescence artefact?]	86	-10	102
O=C(NC1CCS(=O)(=O)C1)Oc1ccccc1 (stereo not drawn)	92	-7	103	0	-6	-4	101	0	89
COC(=O)c1ccc(C(=O)Nc2ccc(N)cc2N)cc1	1.9*	10	101	2	.	14	97	11	98
O=[N+]([O-])c1cnccc1Nc1cccc(F)c1	86	-5	93	3	22	1	91	5	86
CC(C)Cc1cc(C(=O)Nc2ccc3c(c2)OCO3)no1	87	1	92	6	.	10	109[fluorescence artefact?]	0	37
CCOC(=O)N1CCC(N2CC34C=CC(O3)C(C(=O)Nc3ccc(F)cc3)C4C2=O)CC1 (stereo not drawn)	83	-1	95	4	20	-6	116	3	92
CC12CCC(C(=O)NCCCN3CCOCC3)(OC1=O)C2(C)C (stereo not drawn)	106	3	98	4	.	8	115	4	99
COc1cc2c(cc1OC)C(C)N(C(=O)CCN1C(=O)C3C4C=CC(C4)C3C1=O)CC2 (stereo not drawn)	86	-6	105	-3	.	3[fluorescence artefact?]	99	-10	109
CCN(CC)c1c([N+](=O)[O-])ncn1C	105	-2	97	4	3	-4	112[fluorescence artefact?]	18	100

Compound profiles, from the list above:
`COc1ccc(NC(=O)C2=C(C)C(=O)OC23CCC(C)CC3)cc1Cl` (stereo not drawn) as listed: H69AR growth 86K: 84; ERa SRC1 inh: 10[fluorescence artefact?]; Fibroblast inh: 90; Calb biofilm kill: 5; sEH activator: 5; ERb SRC1 inh: 4[fluorescence artefact?]; ERa SRC1 pot: 110; Smad3 FoxH1 inh: -9; HUVEC inhibit: 85
`CCOc1ccc(C(=O)Nc2cc(OC)ccc2OC)cc1` as listed: H69AR growth 86K: 75; ERa SRC1 inh: -12; Fibroblast inh: 89; Calb biofilm kill: 10; sEH activator: 3; ERb SRC1 inh: 10; ERa SRC1 pot: 128; Smad3 FoxH1 inh: 0; HUVEC inhibit: 82

Continued:
SMILES	H69AR growth 86K	ERa SRC1 inh	Fibroblast inh	Calb biofilm kill	sEH activator	ERb SRC1 inh	ERa SRC1 pot	Smad3 FoxH1 inh	HUVEC inhibit
COc1ccccc1C1NC(=O)CS1 (stereo not drawn)	100	1	93	12	15	6	113	3	89
COc1ccccc1N1CCN(S(=O)(=O)c2ccccc2)CC1	96	-6	96	0	-20	6	106	-25	93
COCCNc1nc(-n2nc(C)cc2C)nc2sc3c(c12)CCCC3	7.0*	-1	82	10	-12	0	95	17	78
CCN(CC)S(=O)(=O)c1ccc(NS(=O)(=O)c2ccc(F)cc2)cc1	79	20	98	2	-8	-12	107	-4	78
CN(C)CCOc1ccccc1-c1ccccc1	86	-13	101	-4	10	1	99	11	101
Nc1nncn1C(=O)CCCOc1ccc(Cl)cc1Cl	94	0	100	5	.	-3	89	2	82
COc1cccc(-n2nnc3c(=O)n(Cc4ccccc4F)cnc32)c1	88	3[fluorescence artefact?]	106	-3	5	-4[fluorescence artefact?]	99	10	93
O=C(CCN1C(=O)C2C3C=CC(C3)C2C1=O)Nc1ccccc1F (stereo not drawn)	89	-27	94	7	-8	-12[fluorescence artefact?]	120	5	94

High-throughput results (PubChem BioAssay)

A portion of the library; rates above refer to the full screens.
